GalR3 antag – antagonists of human GalR3; O60755; HEK293 GalR3-CNG cAMP membrane potential fluorescence; galR3 body fused to GalR1 C-terminus; inhibition, % at 3 µM; actives 0.44% (n = 360,000);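 active = inhibition above the screen-wide average plus 3 SD, cut at about 13% in these data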;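 also: forskolin and galanin both at EC90 stimulate the cells; cAMP rise reported by CNG channel membrane potential dye signal; 0% = forskolin plus galanin with DMSO and 100% = forskolin alone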
CRFR2-BP antag – blocks CRF-induced signaling of the CRF-BP/CRF-R2 complex | HEK293 CRF-R2/CRF-BP, CRF-induced calcium fluorescence | actives 0.59% (n = 350,000) | inhibition, % at 11.8 µM;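 active = inhibition of the ligand-induced calcium signal above about 50% at the single tested concentration, limit read from the data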
IDE act – IDE (human) activation, cell-based; P14735; HEK cells, FAbeta-B cleavage, fluorescence polarization; 0% vehicle, 100% cell-free pure enzyme wells; activation, % at 5.96 µM; actives 0.073% (n = 340,000); AID 493087;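 active = activation above the mean of all tested compounds plus 3 SD, set per screening campaign, cut at about 17% in these data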
MEKK3 PB1 HTS – MEKK3-MEK5 PB1 interaction, increase or decrease. actives 1.4% (n = 290,000). binding response (% of control), % at 10 µM. bead-based flow cytometry, Alexa488-MEK5 binding to MEKK3; actives lie on both sides; 0 = blocked by unlabeled MEK5, 100 = vehicle. AID 1529;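 active = binding response more than 3 SD above or below the average of its plate-row segment, actives on both sides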;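 also: Alexa488 bead fluorescence after subtracting the streptavidin-only scavenger bead signal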
IDE inh – inhibitors of human insulin-degrading enzyme in cells; HEK cells, FAbetaB cleavage, fluorescence polarization; actives 0.41% (n = 320,000); inhibition, % at 5.59 µM;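 active = percent inhibition above the average of all tested compounds plus 3 SD, set per screening campaign, cut at about 16% in these data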;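 also: IDE supplied by intact live HEK cells; FP after avidin binding of uncleaved biotin substrate so inhibition keeps polarization high; 0% = DMSO wells and 100% = 60 µM reference IDE inhibitor Ii1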
PHOSPHO1 inh – PHOSPHO1 (human) inhibition | actives 1.1% (n = 290,000) | inhibition, % at 13.3 µM | Q8TCT1 | AID 1565 | recombinant PHOSPHO1, absorbance phosphatase assay; in the data active = inhibition above about 60%
M4 PAM – positive allosteric modulators of human muscarinic M4 receptor; P08173; CHO-K1 hM4/Gqi5, Fluo-8 calcium fluorescence, ACh EC20; 0% = ACh EC20, 100% = maximal ACh; activation, % at 3 µM; actives 0.4% (n = 360,000); AID 624126;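 active = activation above its plate's cutoff, the mean activation of sample wells plus 3 SD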; also: some results filed as inactive read as strong as hits
p-CIP stab down – p/CIP protein destabilization. F442A p/CIP-EGFP cells, EGFP fluorescence, 16 h. decrease of EGFP signal, % at 10 µM. AID 1984. actives 0.01% (n = 290,000);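 active = EGFP signal decrease of at least 30% at 10 µM or well 3 SD below plate mean, unless failing retest; inactive = the rest, including hits failing retest or dose response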; also: some compounds called inactive have numbers as strong as hits; many of its hits are not listed in these tables
Target sequence (Q05BA5 1-1403): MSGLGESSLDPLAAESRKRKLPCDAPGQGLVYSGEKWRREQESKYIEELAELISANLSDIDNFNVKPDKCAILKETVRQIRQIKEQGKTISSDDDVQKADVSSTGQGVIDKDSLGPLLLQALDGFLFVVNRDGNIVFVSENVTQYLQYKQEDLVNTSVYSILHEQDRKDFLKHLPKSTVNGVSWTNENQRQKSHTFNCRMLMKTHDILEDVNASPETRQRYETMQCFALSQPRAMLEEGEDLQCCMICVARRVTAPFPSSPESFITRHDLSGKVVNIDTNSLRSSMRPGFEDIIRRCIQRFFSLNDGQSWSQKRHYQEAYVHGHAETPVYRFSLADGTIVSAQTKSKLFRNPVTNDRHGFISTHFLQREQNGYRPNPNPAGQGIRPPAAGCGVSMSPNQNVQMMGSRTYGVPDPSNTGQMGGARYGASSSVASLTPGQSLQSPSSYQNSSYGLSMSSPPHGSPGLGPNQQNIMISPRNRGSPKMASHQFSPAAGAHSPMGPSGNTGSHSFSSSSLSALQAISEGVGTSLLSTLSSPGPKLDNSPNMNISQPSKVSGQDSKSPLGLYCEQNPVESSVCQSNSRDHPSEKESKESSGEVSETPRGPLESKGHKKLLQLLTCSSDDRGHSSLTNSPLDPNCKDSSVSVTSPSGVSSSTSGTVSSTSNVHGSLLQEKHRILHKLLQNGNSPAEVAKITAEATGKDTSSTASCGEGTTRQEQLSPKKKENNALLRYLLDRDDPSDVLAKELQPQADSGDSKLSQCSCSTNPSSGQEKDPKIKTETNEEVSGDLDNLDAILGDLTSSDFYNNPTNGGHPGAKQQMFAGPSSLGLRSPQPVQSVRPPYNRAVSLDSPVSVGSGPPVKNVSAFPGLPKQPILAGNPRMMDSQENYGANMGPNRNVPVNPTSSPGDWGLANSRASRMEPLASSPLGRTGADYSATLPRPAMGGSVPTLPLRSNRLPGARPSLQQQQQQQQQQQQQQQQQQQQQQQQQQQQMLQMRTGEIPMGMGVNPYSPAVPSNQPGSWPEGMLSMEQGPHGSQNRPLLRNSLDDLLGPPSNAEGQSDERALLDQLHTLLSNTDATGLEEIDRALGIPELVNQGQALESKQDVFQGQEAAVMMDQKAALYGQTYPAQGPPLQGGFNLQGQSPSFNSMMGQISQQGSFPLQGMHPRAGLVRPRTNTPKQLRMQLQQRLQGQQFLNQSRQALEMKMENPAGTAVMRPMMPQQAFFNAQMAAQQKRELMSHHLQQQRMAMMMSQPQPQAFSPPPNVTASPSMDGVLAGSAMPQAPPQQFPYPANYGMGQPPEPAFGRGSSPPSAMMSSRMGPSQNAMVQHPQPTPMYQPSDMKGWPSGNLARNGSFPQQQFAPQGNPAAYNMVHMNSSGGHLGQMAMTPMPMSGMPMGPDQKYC
CRFR2-BP ag – CRF-BP/CRF-R2 complex agonism; HEK293 CRF-R2/CRF-BP, calcium dye fluorescence (FLIPR); percent of saturating CRF peptide response; activation, % at 13.2 µM; actives 0.46% (n = 350,000);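 active = activation of at least 50%, plus an integration ratio under a set limit after plate pattern correction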;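 also: plate controls were neutral control wells without compound for no effect and CRF at EC100 for full effect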
* hit, by the source's call; · = not tested or not shown; [ ] = remark or other dose.

canonical_smiles,GalR3 antag,CRFR2-BP antag,IDE act,MEKK3 PB1 HTS,IDE inh,PHOSPHO1 inh,M4 PAM,p-CIP stab down,CRFR2-BP ag
O=C(Nc1ccc(F)c(F)c1)c1cnc(-c2ccccc2)nc1-c1ccccc1,-5,-20,3,98,-1,21,8,-2,-0.5
Cc1c(-c2ccc(OCc3ccccc3)cc2)nc2ccccc2c1C(=O)O,-7,-12,5,101,4,37,7,2,4.5
O=C(NCC1CCCO1)c1ccc(F)c2ccccc12 (centres undefined),-7,10,3,96,-1,4,5,-10,-1.0
CN(Cc1ccccc1)C(=O)c1nc[nH]c1C(=O)N1CCc2ccccc2C1,-3,-5,0,·,5,·,12,·,-1.9
COc1ccc2cc(C(=O)C3CCCN(Cc4cnc(N5CCOCC5)s4)C3)ccc2c1 (centres undefined),-1,-98,-8,99,2,60*,-3,-16,3.0
CCN1CCN(C(=S)NC(=O)c2cccc(Br)c2)CC1,-4,13,-3,·,-4,·,1,·,-0.8
Fc1cccc2sc(N3CCOCC3)nc12,-2,-2,-2,99,-2,-14,5,-1,-1.1
COC(=O)c1cc2c(cc1Cl)N1CCCCCC1=NS2(=O)=O,2,9,3,96,3,4,-8,-13,1.1
Cc1sc2nc(C3CC3)nc(N3CCN(S(=O)(=O)c4ccc(F)cc4)CC3)c2c1C,-11,-17,-1,97,6,-1,-3,-2,7.9
Cc1cc(Br)c(NC(=O)COC(=O)CSc2nnc(-c3ccc(Cl)cc3)o2)c(Br)c1,-4,21,3,104,-2,-9,4,2,1.4
CCN(Cc1ccccc1)C(=O)CN1C(=S)NC(C)(C)CC1C (centres undefined),-2,16,8,96,-7,-15,4,10,-1.6
COC(=O)c1sccc1NC(=O)CC1NCCNC1=O (centres undefined),2,-5,4,114,-1,32,-4,-8,1.7
CCC(C(=O)Nc1ccccc1-c1ccccc1)c1ccccc1 (centres undefined),-1,24,3,98,1,6,-8,-7,1.2
C=C1CC(COc2ccc3c(C)c(Cl)c(=O)oc3c2)(c2ccccc2)OC1=O (centres undefined),37*,-52,0,·,·,·,-5,·,1.0
O=C(O)c1ccc(S(=O)(=O)Nc2cccc(CP(=O)(c3ccccc3)c3ccccc3)c2)cc1,0,2,-7,97,-7,-18,23,-6,-0.1
O=[N+]([O-])c1ccc(CSc2nc3ccccc3[nH]2)cc1,-5,-1,-4,102,-2,4,-4,7,0.3
CCOc1ccc(NC(=O)CSc2nc(-c3cccs3)cc(C(F)(F)F)n2)c([N+](=O)[O-])c1,1,-14,3,100,3,10,4,2,1.3
OC(Cc1ccncc1)c1ccccc1Cl (centres undefined),-5,9,0,·,·,·,5,·,-1.2
O=C1CCC(C(=O)NCCCn2ccnc2)N1 (centres undefined),-4,1,5,106,1,10,1,-11,0.4
CCOC(=O)C[n+]1ccc2c([nH]c3ccccc32)c1C,-3,4,-5,99,2,-8,4,7,0.2
CCc1ccc(-c2cc(C(F)(F)F)n3nc(C(=O)Nc4c(C)nn(Cc5ccc(F)cc5)c4C)cc3n2)s1,-7,2,-2,85,-5,1,-6,-5,0.6
CCCCNCCOCCOc1ccc(Cl)cc1Br,-6,-36,0,94,5,-17,-11,-5,-2.2
CC(=O)c1ccc(Oc2cc(C(F)(F)F)cnc2C(N)=O)cc1,-1,-5,-3,101,-2,-26,10,-6,-0.7
CCC(C)C(NC(=O)C(C)NC(=O)CNC(=O)OC(C)(C)C)C(N)=O (centres undefined),-2,-7,3,109,-7,30,9,-6,5.8
O=C1c2cccnc2C(=O)N1Cc1ccc(Cl)cc1,-1,14,2,109,-2,19,-3,-2,0.0
O=C(CN1C(=O)NC(Cc2c[nH]c3ccccc23)C1=O)NC1CC1 (centres undefined),0,4,1,110,-10,32,12,-5,-0.2
NS(=O)(=O)c1ccc(CNC(=S)NC2CCCC2)cc1,-3,-1,1,100,-8,29,-1,7,3.7
CC(C)[C@H](NC(=O)c1ccccc1F)C(=O)Nc1ccc(F)c(F)c1,-11,8,2,97,-1,37,3,-4,-1.4
COCCCNC(=S)NCCCNc1nc2cc3c(cc2cc1C#N)OCO3,-11,-12,-5,88,-2,-3,14,-7,0.6
Cc1cc(C)cc(C(=O)N2CC(=O)Nc3ccccc32)c1,8,-7,-4,101,1,5,0,-21,-2.1
Cc1ccc(-c2nnc(SC(C)C(=O)NCC3CCCO3)nc2-c2ccc(C)cc2)cc1 (centres undefined),-5,-10,3,·,1,·,1,·,-1.8
O=c1oc2cc(O)ccc2s1,-3,32,-5,·,7,·,-5,·,0.5
COc1ccc2[nH]c3c(Cl)ncnc3c2c1,-7,35,4,104,-6,9,3,2,-4.9
CCOc1ccc(CC(=O)N2CCN=C2SCc2ccc([N+](=O)[O-])cc2)cc1,-2,18,-3,106,-2,32,-10,-10,-1.0
CS(=O)(=O)N1CCN(c2ncccn2)CC1,-6,4,3,112,6,8,10,2,-2.5
CCCCn1c(N)c(N(CCC(C)C)C(=O)c2ccccc2C)c(=O)[nH]c1=O,-9,-5,3,102,-12,3,3,-11,-0.1
CCOC(=O)C1C(=O)C=C(c2ccc(OC)cc2)CC1c1ccco1 (centres undefined),-1,26,0,112,7,6,-6,-13,0.5
N#CC1(N2CCN(C(=O)c3ccccc3)CC2)CCCCC1,-10,1,3,108,-10,40,1,2,0.7
COC(=O)c1ccc(S(=O)(=O)NCc2cccc(OC)c2)n1C,-5,-9,-1,95,-1,-4,8,-15,-2.6
CC[n+]1c(/C=C2\Sc3ccccc3N2C)ccc2cccc(C)c21,9,-167,-82,47*[inhibitor],·,-43,-9,-447,124*
Cc1ccc(C(=O)Nc2ccc(S(=O)(=O)NC3=NCCCCC3)cc2)cc1S(=O)(=O)N1CCOCC1,-1,-5,5,·,-4,·,5,·,-0.1
CC(=N\NC(=O)c1ccccc1)/C(=N/O)C(=O)Nc1ccccc1,4,-13,-3,105,-2,24,6,-7,-1.6
CN(C)CC/C=C1/c2cc(F)ccc2Sc2ccc(Cl)cc21,3,-17,2,·,2,·,-16,·,0.2
O=C(NCc1cccc(CNC(=O)C(=O)NCc2ccco2)c1)C(=O)NCc1ccco1,1,5,-4,78,-4,-10,5,-9,-1.5
CCCNC(=O)CS(=O)Cc1nc(-c2ccc(OC)cc2)oc1C (centres undefined),·,-7,-1,111,1,15,2,6,0.3
Cc1ccc(C)c(C(=O)COC(=O)c2cc(S(=O)(=O)N3CCOCC3)ccc2F)c1,-5,14,·,·,·,·,2,·,-0.9
COc1ccc(C2=NN(S(C)(=O)=O)C(c3cccs3)C2)cc1 (centres undefined),-5,0,2,93,1,30,13,6,-1.4
Cc1oc(-c2ccccc2Cl)nc1CN1CCCC1c1ccc(F)cc1 (centres undefined),-1,-14,5,102,4,35,-5,-1,0.4
COc1ccc(C(=O)NN/C(C)=C/C(=O)C(F)(F)C(F)(F)C(F)(F)F)cc1,-2,24,3,130*,-1,-19,1,-2,1.0
COc1cccc(CC2(CO)CCN(S(=O)(=O)N(C)C)CC2)c1,-7,-8,-7,87,-4,34,5,4,2.6
O=P(COCCCCCOCP(=O)(c1ccccc1)c1ccccc1)(c1ccccc1)c1ccccc1,-5,-4,0,106,5,-17,4,-9,-6.9
CCOc1cc(/C=N/NC(=O)CSc2nnc(C)s2)ccc1OCc1ccccc1Cl,-5,-26,-3,132*,-4,-6,2,-8,0.5
CC(C)(C)c1ccc(C(=O)Nc2cccc(-n3cnnn3)c2)cc1,2,-19,3,101,-3,41,-8,-10,1.4
COc1ccc(CCNC(=O)c2cccc3ccccc23)cc1OC,-1,-3,0,104,2,·,-2,-2,1.7
Cc1ccc(N2NC(=O)/C(=C/C=C/c3ccco3)C2=O)cc1C,11,6,7,103,1,-1,7,-4,1.5
COc1ccc(C2c3ccc4ccccc4c3Oc3ncn(CCN4CCOCC4)c(=N)c32)cc1OC (centres undefined),5,-9,4,98,2,43,0,-3,-1.0
Cc1cc(C(=O)COC(=O)Cn2c(C(F)(F)F)nc3ccccc32)c(C)n1Cc1ccco1,-4,22,-1,94,3,-13,-5,-9,-0.9
C=CCOc1ccccc1CNCCCN1CCOCC1,-1,-6,0,108,-4,12,7,-12,1.0
COc1ccc(CSc2nc(C)cc(C)c2C#N)cc1,-2,18,3,98,-2,-25,-6,11,1.8
Cc1cc(OCC(=O)Nc2nnc(C3CC3)s2)ccc1C(C)C,1,-22,1,·,0,·,11,·,0.2

The results go on:
canonical_smiles,GalR3 antag,CRFR2-BP antag,IDE act,MEKK3 PB1 HTS,IDE inh,PHOSPHO1 inh,M4 PAM,p-CIP stab down,CRFR2-BP ag
O=C(CN1C(=O)c2cccc3cccc1c23)Nc1ccc(S(=O)(=O)Nc2nccs2)cc1,-5,1,1,101,-3,-20,27,-16,2.9
Nc1cc(=O)[nH]c(SCCSc2ccccc2F)n1,-3,8,-12,101,7,-9,0,-1,0.0
Cc1cccc(NC(=O)CSc2n[nH]c(-c3ccncc3)n2)c1C,1,14,-4,103,12,24,1,10,-0.9
COc1ccc(CCNCC(O)COc2ccc(Cl)cc2)cc1OC (centres undefined),-7,-17,4,106,-2,43,-6,0,2.7
Cc1cccc2cc(/C=N/NC(=O)c3ccncc3)c(Cl)nc12,-5,-8,-1,99,8,45,-6,-1,-2.6
CCC(=O)N1CCc2cc(Br)cc(S(=O)(=O)NCCN3CCCCC3CC)c21 (centres undefined),-2,-3,0,57*[inhibitor],-2,-10,-3,-2,0.2
CCCCCc1ccc(-c2ccc(OCC)cc2)nc1,7,8,4,111,-2,-42,4,-1,0.9
COc1ccccc1NC(=S)N(Cc1ccccc1)Cc1ccccn1,-8,5,6,101,2,-16,-11,3,0.5
CC(/C=N/NC(=O)Cc1cccs1)=C\c1ccccc1,-4,-44,-4,99,3,3,-5,-2,-2.9
COc1cccc(CNS(=O)(=O)c2ccccc2Br)c1OC,-6,14,-7,·,·,·,-1,·,-0.6
COc1ccccc1OCCC(=O)Nc1ccc2c(c1)OCO2,-4,0,3,·,-4,·,5,·,0.7
Cc1ccc(S(=O)(=O)NCc2cc(=O)n(C)c(=O)n2C)cc1C,3,14,-2,95,9,7,5,-3,1.0
O=C(CSc1ccc2nnc(-c3ccccn3)n2n1)NCc1ccco1,3,-12,3,95,3,-1,1,-11,0.3
Cc1ccc(OC(F)F)c(NC(=O)Nc2ccc3c(c2)OCO3)c1,-2,9,5,99,-6,43,-5,-12,-0.1
CC(C)Oc1ccc(C2CCC(=O)NC2=O)cc1 (centres undefined),5,0,3,87,2,4,12,5,-5.3
O=C(c1cccc(Br)c1)N1CCN(C(=O)N2CCOCC2)CC1,-8,6,0,105,2,11,8,-1,0.2
COc1ccc(Nc2nc(N)nc(CN(C)C3CCCCC3)n2)cc1,-5,4,-3,94,3,-99,15,3,-0.3

Complete entries, quoted from the list. Values in the order: GalR3 antag, CRFR2-BP antag, IDE act, MEKK3 PB1 HTS, IDE inh, PHOSPHO1 inh, M4 PAM, p-CIP stab down, CRFR2-BP ag
`O=C(CN1C(=O)c2cccc3cccc1c23)Nc1ccc(S(=O)(=O)Nc2nccs2)cc1` across the screens: -5, 1, 1, 101, -3, -20, 27, -16, 2.9
`Cc1cc(C)cc(C(=O)N2CC(=O)Nc3ccccc32)c1` across the screens: 8, -7, -4, 101, 1, 5, 0, -21, -2.1

Assay outcomes: PubChem, several laboratories

Not a hit list (roughly 4.2% active in at least one column).
